# Assay outcomes as filed in PubChem.
# HCV inhibitor = qHTS Assay for Inhibitors of Hepatitis C Virus (HCV) | Huh7.5.1 HCVcc-Cre infection, luciferase reporter, 44 h | Potency, µM (highest dose often 41.8 µM), without a hit: at the top dose activity change, negative = inhibition, hits mostly inhibitors | actives 3.4% (n = 340,000) | AID 651820, 2012; further: potency means the concentration at half of the fitted maximal effect
#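 Seed cells (1,000/well) for 4 h; treat with compound and infect with HCVcc-Cre, moi about 0.5. Incubate 44 h, then detect luciferase activity.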
# Sm TGR block = qHTS Assay for the Inhibitors of Schistosoma Mansoni Peroxiredoxins | Potency, µM (titrated, usually from 114 µM), inactives show top-dose activity change, negative = inhibition, actives largely listed as inhibitors | purified TGR, DTNB reduction, TNB absorbance 405 nm | AID 485364, 2010 | actives 3% (n = 360,000); further: potency means the concentration at half of the fitted maximal effect; nearly all actives have a fitted effect of over 60% in size
#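 Kinetic colorimetric format: TGR-catalysed, NADPH-driven DTNB reduction monitored via TNB absorbance. Enzyme dispensed at 20 nM; compound exposure 15 min at room temperature before reaction start.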
# AMA1-RON2 inh = qHTS for Inhibitors of AMA1-RON; Towards Development of Antimalarial Drug Lead: Primary Screen. AID 720542, 2013. Plasmodium falciparum AMA1 (3D7) - RON2 peptide interaction. actives 0.2% (n = 360,000). AlphaScreen AMA1-biotinylated RON2 peptide binding. Potency, µM (highest dose often 58.2 µM), for the others: top-dose activity change, negative = inhibition, most hits filed as inhibitors;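 further: potency means the concentration at half of the fitted maximal effect; 0% = vehicle wells and -100% = peptide control; nearly all actives have a fitted effect of over 45% in size; some results filed as inactive show a strong effect at the top dose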
#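 AMA1 (3D7) with his tag at 25 nM final met compounds first, then biotinylated RON2 peptide at 25 nM; detection used donor plus acceptor beads, 10 µg/mL apiece, read by AlphaScreen after 30 min at room temperature.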
# AmpC inh detg = qHTS Inhibitors of AmpC Beta-Lactamase (assay with detergent); P00811; AmpC hydrolysis of nitrocefin, absorbance 480 nm, 0.01% Triton; Potency, µM (series often up to 114 µM), for inactives: at the top dose activity change, negative = inhibition, hits mostly inhibitors; actives 0.041% (n = 370,000);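 further: potency means the concentration at half of the fitted maximal effect; 0% = no-compound wells and -100% = no-enzyme wells; nearly all actives have a fitted effect of over 25% in size; some results filed as inactive show a strong effect at the top dose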
# Target sequence (P00811 whole entry, looked up): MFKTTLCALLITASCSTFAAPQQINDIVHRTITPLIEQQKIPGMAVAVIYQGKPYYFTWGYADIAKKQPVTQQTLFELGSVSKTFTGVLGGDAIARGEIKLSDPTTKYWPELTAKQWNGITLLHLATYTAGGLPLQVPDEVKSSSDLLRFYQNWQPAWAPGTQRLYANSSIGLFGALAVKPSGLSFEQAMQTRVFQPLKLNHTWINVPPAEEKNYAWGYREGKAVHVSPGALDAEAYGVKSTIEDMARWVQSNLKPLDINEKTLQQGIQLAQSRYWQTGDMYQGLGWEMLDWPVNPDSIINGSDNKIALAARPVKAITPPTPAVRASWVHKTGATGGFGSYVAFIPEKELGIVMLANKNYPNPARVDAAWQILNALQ
#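 20 mM phosphate pH 7.0 + 0.01% (detergent screen) or 0.0001% Triton X-100; 5.3 nM AmpC reagent; cpd preinc 15 min RT; nitrocefin (800 uM stock) to start; A480 q20 s × 4 min; Activity was normalised to no-enzyme and no-compound control wells.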
# FBPA Giardia inh = qHTS Assay for Inhibitors of Fructose-1,6-bisphosphate Aldolase from Giardia Lamblia. A8B2U2. actives 0.71% (n = 290,000). purified Giardia FBPA. Potency, µM (doses to about 59.6 µM), for the others: at the highest dose activity, negative = inhibition, hits mostly inhibitors. AID 2451, 2010; further: potency means the concentration at half of the fitted maximal effect; nearly all actives have a fitted effect of over 55% in size
# Target sequence (A8B2U2 whole entry, looked up): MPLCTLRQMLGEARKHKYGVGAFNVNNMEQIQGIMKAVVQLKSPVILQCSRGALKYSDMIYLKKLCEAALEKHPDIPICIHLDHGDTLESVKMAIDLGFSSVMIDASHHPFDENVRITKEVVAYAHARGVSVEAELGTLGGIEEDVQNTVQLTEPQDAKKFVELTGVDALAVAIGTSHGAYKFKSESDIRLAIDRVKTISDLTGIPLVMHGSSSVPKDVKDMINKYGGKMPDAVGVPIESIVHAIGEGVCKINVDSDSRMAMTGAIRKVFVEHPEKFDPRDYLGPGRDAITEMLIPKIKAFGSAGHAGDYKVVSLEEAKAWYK
#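 40 nM FBPA preincubated 10 min at RT with compound (up to 57.5 uM final), then substrate plus GAPDH/TPI/NAD/arsenate coupling and diaphorase/resazurin added. Fluorescence read after 20 min at RT, 525/598 nm.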
# HCMV inh = qHTS Assay for inhibitors of the human cytomegalovirus (HCMV). actives 4.5% (n = 410,000). activity change, negative = inhibition, % at 57.5 µM. HFF cells, HCMV-luciferase reporter, 72 h; active compounds read low; in the data active means activity change below about -60%; inconclusive means no clear call, values can overlap the other calls; inactive means above about -39%
#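 HFF cells seeded 16 h at 37C, treated with compounds, infected with luciferase-reporter HCMV at MOI 1 PFU/cell; luciferase read at 72 h post infection, normalized to buffer-only and Salinomycin controls.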
# An asterisk follows results filed as active; u = inconclusive; x = not tested or not shown; [ ] = dose if it differs, or a comment. Unless noted, the call rests on the fitted dose curve; in most records, active means well fitted curve in the direction sought with a large enough effect; inconclusive means small, poorly fitted or top-dose-only effect, or another doubt; inactive means no such curve, though single readings can be large; an effect the other way counts as inactive or inconclusive. Unless noted, on the % scale 0 is the no-effect control and ±100 the full control effect.
smiles,HCV inhibitor,Sm TGR block,AMA1-RON2 inh,AmpC inh detg,FBPA Giardia inh,HCMV inh
COc1cccc(C2(c3cccc(OC)c3)CC2C(=O)Nc2ccc(F)cc2)c1 (configuration not stated),9%,8%,3%,-12%,-17%,6
Cc1cccc(OCCC(=O)OCC(=O)Nc2c(C)nn(-c3ccccc3)c2C)c1,-1%[8.37 µM],0%,0%,-15%,x,x
CCc1cccc(NC(=O)CN(c2ccc(C)cc2)S(=O)(=O)c2c(C)noc2C)c1,u,5%,1%,-14%,-15%,-33
CCCSc1nc2c([nH]c3ccccc32)c(=O)n1C,x,4%,x,3%,x,64
CN1CCN(C(=O)c2ccc3c(=O)n4c(nc3c2)CCCCC4)CC1,-1%,u,10%,-1%,1%,11
Cc1noc(C(=O)NCc2cccnc2)c1Cl,11%,3%,0%,-5%,1%,-3
CC(C)COc1ccc(S(=O)(=O)n2cc(F)c(=O)[nH]c2=O)cc1,-14%,0%,-4%,-4%,29%,21
Cc1nn(CC(=O)O)c(C)c1NC(=O)c1cccs1,11%,6%,8%,-1%,x,4
Cc1ccccc1N(Cc1nnc2n1CCCCC2)C(=O)Nc1ccccc1,-1%,-6%,8%,u,4%,-3
COC(=O)c1ccc(/C=N/NS(=O)(=O)c2cc(C)ccc2C)cc1,3%,-8%,0%,u,-1%,7
COc1ccc2oc(=O)c(C(=O)N3CCc4ccccc43)cc2c1,-9%,3%,-4%,u,3%,-12
CCC(C)(C)n1nnnc1C(c1ccc(C)cc1)N1CCN(C(=O)c2ccco2)CC1 (configuration not stated),2%,-24%,-18%,-2%,-6%,11

# Next section, overlapping the part above by 5 compounds.
smiles,HCV inhibitor,Sm TGR block,AMA1-RON2 inh,AmpC inh detg,FBPA Giardia inh,HCMV inh
Cc1nn(CC(=O)O)c(C)c1NC(=O)c1cccs1,11%,6%,8%,-1%,x,4
Cc1ccccc1N(Cc1nnc2n1CCCCC2)C(=O)Nc1ccccc1,-1%,-6%,8%,u,4%,-3
COC(=O)c1ccc(/C=N/NS(=O)(=O)c2cc(C)ccc2C)cc1,3%,-8%,0%,u,-1%,7
COc1ccc2oc(=O)c(C(=O)N3CCc4ccccc43)cc2c1,-9%,3%,-4%,u,3%,-12
CCC(C)(C)n1nnnc1C(c1ccc(C)cc1)N1CCN(C(=O)c2ccco2)CC1 (configuration not stated),2%,-24%,-18%,-2%,-6%,11
FC(F)Oc1ccc(N=C2SCC3CCCCN23)cc1 (configuration not stated),u,14%,3%,2%,-5%,17
COc1ccc(-c2nc3c(s2)CCc2onc(-c4ccc(OC)cc4)c2-3)cc1,5%,2%,-1%,-3%,-2%,u
CCOc1ccc(NC(=O)CCSc2ccc(C)cc2)cc1,-16%,-4%,3%,-7%,0%,-35
CC1Cc2ccccc2N1C(=O)CSc1nnc(-c2ccccc2Cl)o1 (configuration not stated),x,0%,x,26%,x,-13
CCN1CCN(c2ccc(NC(=O)COc3ccc([N+](=O)[O-])cc3)cc2)CC1,x,-24%,-6%,4%,x,u
CC(=O)SCC(=O)N=c1sc2cc(F)ccc2n1C,3%,5%,5%,0%,4%,-16
O=S(=O)(c1cccc(Cl)c1)N1CCCC1,13%,3%,6%,-9%,-10%,-107*
CCOc1ccccc1OCCCOc1ccc(C)cc1Cl,u,5%,117%[activator],-3%,2%,23
O=C(c1ccc2c(=O)n(Cc3ccc(Cl)cc3)c(=S)[nH]c2c1)N1CCCC1,13%,-7%,78%[activator],-6%,-12%,29
Cc1ccc(/C=N/NC(=O)c2ccncc2)o1,34%[activator],4%,24%,-2%,-5%,21
CCCCN1C(=O)NC(c2ccc(OC)cc2)C(C(=O)OCc2ccccc2)=C1C (configuration not stated),u,7%,9%,4%,-4%,-15
Cc1cc(=O)n(Cc2ccccc2)c2ccccc12,8%,-5%,-3%,1%,2%,u
O=C(COc1ccc(F)cc1)Nc1cc(Cl)ccc1-n1cncn1,u,-5%,-9%,0%,x,13
CCOC(=O)N1CCN(Cc2cc(=O)oc3ccc4ccccc4c23)CC1,-24%,-14%,3%,-15%,-19%,11
CCOC(=O)C(C(=O)Nc1ccc(C)cc1)C1CCCCC1 (configuration not stated),-24%,5%,-2%,1%,4%,17
CCOC(=O)c1c(C)n(C)c2ccc(O)c(CN3CCCCC3)c12,13%,28%,-8%,u,-22%,-18
Cc1cnc(C(=O)OCc2ccc(C#N)cc2)cn1,2%,-2%,-21%,-7%,6%,-15
CCc1cc(C(=O)OC)c(N2C(=O)C3C4C=CC(C4)C3C2=O)s1 (configuration not stated),12%,-7%,-1%,2%,1%,29
COC(=O)C1CCN(C(=O)NC2CC(=O)N(c3ccc4c(c3)OCCO4)C2)CC1 (configuration not stated),7%,-10%,5%,-13%,x,-9
CCCCNC1=CC(=O)C(=O)c2ccccc21,11µM*,5%,-3%,-4%,-9%,-35
Cc1ccc(S(=O)(=O)N2CC(C)C(=O)CC2C)cc1 (configuration not stated),1%,1%,0%,-3%,7%,-25
CCOc1ccc(N=C2C(=O)N(CN3CCOCC3)c3ccccc32)cc1,-9%,0%,-7%,-4%,-29%,28
CCCCn1c(N)c(N(CCC(C)C)C(=O)c2ccc3ccccc3c2)c(=O)[nH]c1=O,4%,-3%,-10%,5%,x,-22
COc1cccc(-c2cc(C(=O)N3CCc4ccccc4C3)no2)c1,8%,-3%,6%,-1%,-11%,17

# Next section, starting with the last 3 of the part before.
smiles,HCV inhibitor,Sm TGR block,AMA1-RON2 inh,AmpC inh detg,FBPA Giardia inh,HCMV inh
CCOc1ccc(N=C2C(=O)N(CN3CCOCC3)c3ccccc32)cc1,-9%,0%,-7%,-4%,-29%,28
CCCCn1c(N)c(N(CCC(C)C)C(=O)c2ccc3ccccc3c2)c(=O)[nH]c1=O,4%,-3%,-10%,5%,x,-22
COc1cccc(-c2cc(C(=O)N3CCc4ccccc4C3)no2)c1,8%,-3%,6%,-1%,-11%,17
O=C(C1=C(O)C(=O)N(CCN2CCOCC2)C1c1ccco1)c1cc2ccccc2o1 (configuration not stated),21%,22µM*,7%,0%,x,0
C=CCN(CC=C)C(=S)NC(=O)/C=C/c1ccc(OC)cc1,-5%,-8%,59%[activator],-9%,-9%,u
COc1ccc(/C=C/C(=O)OC(C)CN2CCCCC2)cc1 (configuration not stated),-9%,7%,-7%,-12%,u,4
COc1ccc(/C=C/C(=O)NC(C)CCc2ccccc2)cc1OC (configuration not stated),u,x,-3%,-4%,-5%,-36
COc1ccc(NC(=O)COC(=O)C2CC(=O)N(CCc3ccc(OC)c(OC)c3)C2)cc1Cl (configuration not stated),0%,-11%,10%,-3%,x,19
Nc1ccc(C(=O)N/N=C/c2c[nH]c3ccccc23)cc1,15%,12%,33%[activator],2%,6%,-13
c1ccc(OCCCc2nc(-c3ccncc3)no2)cc1,-27%,0%,-5%,-6%,0%,-6
COc1cc(NC(=O)COc2ccccc2)ccc1NC(=O)c1ccco1,u,-7%,8%,-5%,-7%,21
O=C(NCc1ccccc1F)C12CC3CC(CC(C3)C1)C2,7%,x,13%,x,x,-38
O=C(CCc1ccccc1)NC1CCSC1=O (configuration not stated),13%,-1%,-4%,u,16%,-13
COc1ccc(CCNC(=O)CCSCc2ccccc2F)cc1OC,1%,7%,-1%,-15%,5%,59
COCCn1c(=O)c2c(nc3n2CCCN3CCc2ccc(OC)c(OC)c2)n(C)c1=O,-17%,0%,2%,-3%,4%,-14
Nc1cccc(-c2cnc3ccccc3n2)c1,-9%,1%,-1%,5%,3%,193
CC1(C)C2(C#N)C(N)=NC3(OCCO3)C12C#N (configuration not stated),4%,u,4%,u,6%,91
O=C(c1ccc(F)cc1)N1CCN(c2cc(=O)[nH]nc2-c2ccccc2)CC1,11%,11%,-7%,-3%,3%,15
O=C1NC(=Nc2ccccc2)SC1Cc1cccc(Cl)c1Cl (configuration not stated),1%,-3%,0%,2%,3%,-27
CCCCN(C(=O)c1ccc(Br)o1)C1CCS(=O)(=O)C1 (configuration not stated),u,u,17%,u,x,-24
NC(=O)c1c(NC(=O)Cn2cnc([N+](=O)[O-])n2)sc2c1CCCC2,2%,-19%,12%,-9%,-12%,-26
COc1cccc(CN(C)CCCn2ccc(NC(=O)OCc3ccccc3)nc2=O)c1,u,x,-1%,x,x,-16
CCOC(=O)C1=C(C)Nc2ccccc2N=C1NC(=O)C(c1ccccc1)c1ccccc1,-24%,13%,22%,-4%,3%,-39
COc1ccc(C(CNC(=O)c2cccc(S(=O)(=O)N3CCc4ccccc43)c2)N(C)C)cc1 (configuration not stated),u,x,-8%,x,x,-18
Cc1ccc(OCCn2ncc3ccccc3c2=O)c(C)c1,-25%,2%,12%,2%,1%,-34
CC1(C)CC(=O)C(N=Nc2cc(C(F)(F)F)ccc2Cl)=C(O)C1,-19%,-1%,-22%,u,1%,-62*
C/C(=N\NC=O)c1ccncc1,16%,0%,17%,-1%,8%,12
O=C(Nc1ccc2oc(-c3ccc4ccccc4c3)nc2c1)c1cccs1,u,-11%,1%,3%,2%,50
O=S(=O)(Nc1ccc2c(c1)oc1ccccc12)N1CCCC1,-18%,8%,-12%,4%,-6%,-4
Cc1ccc(CNC(=O)c2ccc(CS(=O)Cc3ccccc3Cl)o2)cc1 (configuration not stated),u,35µM*,9%,2%,x,-11
Cc1ccc(NC(=O)C2CCCN(c3nnc(C)c4c(C)n(-c5ccccc5)nc34)C2)c(Cl)c1 (configuration not stated),x,0%,x,-3%,x,u
CC(=O)c1cccc(NC(=O)CCc2nc3sc4c(c3c(=O)[nH]2)CCCC4)c1,2%,-1%,7%,u,x,5
CC(O)c1nc2ccc(C(=O)O)cc2[nH]1 (configuration not stated),13%,-6%,-4%,-8%,-10%,-26
O=C1c2ccccc2C(=O)N1CN(C(=O)c1ccccc1)c1ccc(O)cc1,12%,-9%,3%,-5%,5%,24
Cc1cccc(C)c1NC(=O)C(NC=O)c1ccccc1Cl (configuration not stated),12%,7%,-7%,-14%,x,-5
CC12CCC(=O)CC1CCC1C2CCC2(C)C1CCC2(O)C(=O)CO (configuration not stated),17%,x,-16%,x,x,-29
COc1ccc(/C(O)=C2/C(=O)C(=O)N(CC3CCCO3)C2c2cccc(O)c2)cc1 (configuration not stated),1%,29%,-20%,-4%,12%,2
CCN1CCC(N(Cc2ccc3c(c2)OCO3)C(=O)Nc2ccccc2OC)CC1,x,1%,x,14%,x,-5
